Screening results: PubChem, The Scripps Research Institute Molecular Screening Center
SIAE primary: blocks human sialic acid acetylesterase; Q9HAT2; SIAE FP-Rh probe binding, fluorescence polarization; inhibition, % at 9.66 µM; hit rate 0.69% among 370,000;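 active = inhibition above a cutoff: mean of compounds within the control limits plus 3 SD of those, cut at about 17% in these data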;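 also: 0% = plate median of compound wells and 100% = probe without SIAE protein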
PRMT1 inh: inhibitors of human PRMT1 | Q99873 | recombinant PRMT1, activity-based probe fluorescence polarization | inhibition, % at 2.79 µM | hit rate 1.3% among 370,000 | AID 652257;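 active = inhibition above about 21% made by adding two undisclosed values, limit read from the data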
LEDGF integ inh: blocks HIV-1 LEDGF/p75-dependent DNA integration; inhibition, % at 3.7 µM; hit rate 0.64% among 370,000; TR-FRET IN-LEDGF/p75 DNA integration, Eu/Cy5;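 active = inhibition above the screen-wide mean plus 3 SD, cut at about 13% in these data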;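 also: signal is the Cy5 over europium emission ratio at 671 and 618 nm; 0% = plate median of compound wells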
TCR CD3 inh: blocks the human TCR-CD3 interaction; TAMRA-labeled TCR probe fluorescence, biochemical; inhibition, % at 9.4 µM; hit rate 0.37% among 360,000; in the data active = inhibition above about 19%;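 also: recombinant mutant TCR 2C K166C tagged with TAMRA read by polarization; 0% = receptor in buffer alone and 100% = receptor with positive control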
Tn6 DDE FP: inhibitors of Tn6 peptide binding to human fibrin DD(E) | hit rate 0.21% among 370,000 | P02675 | AID 720509 | inhibition, % at 8.3 µM | Fibrin DD(E) TRITC-Tn6 fluorescence polarization displacement;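 active = inhibition above a per-campaign cutoff: mean of compounds within control limits plus 3 SD, cut at about 15% in these data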;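 also: 0% = median of all compound wells on the plate and 100% = blocking peptide control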
Target sequence (P02675 whole entry, looked up): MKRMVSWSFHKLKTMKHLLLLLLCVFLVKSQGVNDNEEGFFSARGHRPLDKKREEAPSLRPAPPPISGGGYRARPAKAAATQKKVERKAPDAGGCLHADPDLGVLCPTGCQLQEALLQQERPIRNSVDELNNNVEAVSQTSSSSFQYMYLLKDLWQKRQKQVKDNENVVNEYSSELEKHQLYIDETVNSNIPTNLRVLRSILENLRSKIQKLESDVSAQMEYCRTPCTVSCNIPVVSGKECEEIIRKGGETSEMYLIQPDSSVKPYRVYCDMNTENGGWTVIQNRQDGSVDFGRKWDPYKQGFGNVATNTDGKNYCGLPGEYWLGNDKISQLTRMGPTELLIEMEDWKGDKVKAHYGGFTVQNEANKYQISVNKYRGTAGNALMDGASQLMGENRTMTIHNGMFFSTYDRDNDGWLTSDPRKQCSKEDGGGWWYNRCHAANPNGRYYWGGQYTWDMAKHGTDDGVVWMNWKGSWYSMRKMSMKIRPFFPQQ
KLK7 zymogen act: activates the human kallikrein-7 zymogen; hit rate 0.9% among 370,000; purified proKLK7, EDANS-DABCYL substrate fluorescence; 100% is mature enzyme control, 0% vehicle; AID 652039; P49862; activation, % at 7 µM;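 active = activation above the mean of all tested compounds plus 3 SD, computed per campaign excluding outliers beyond control limits, cut at about 13% in these data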
Target sequence (P49862 whole entry, looked up): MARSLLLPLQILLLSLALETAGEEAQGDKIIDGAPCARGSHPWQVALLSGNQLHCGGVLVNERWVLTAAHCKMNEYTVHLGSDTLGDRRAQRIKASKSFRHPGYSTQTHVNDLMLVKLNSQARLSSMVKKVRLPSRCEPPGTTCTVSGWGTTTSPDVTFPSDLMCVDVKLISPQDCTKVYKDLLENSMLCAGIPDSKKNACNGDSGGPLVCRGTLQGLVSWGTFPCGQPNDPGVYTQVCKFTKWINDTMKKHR
TDP2 inh: TDP2 (human) inhibition, absorbance primary screen; O95551; recombinant TDP2, T5PNP hydrolysis, p-nitrophenol absorbance 415 nm; inhibition, % at 12.8 µM; hit rate 0.34% among 370,000;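 active = inhibition above the mean of all tested compounds plus 3 SD, set per campaign, cut at about 25% in these data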;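 also: 0% = DMSO with enzyme and 100% = buffer with substrate but no TDP2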
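Material: recombinant human TDP2; quantity: TDP2 enzyme at 120 nM final; medium: Tris-HCl pH 7.5 with MgCl2; compound: single concentration, 12.8 µM nominal, with 1% DMSO; incubation: 2 h enzyme incubation at 37 °C; signal: epi absorbance; measure: percent inhibition; benchmarks: high control without enzyme, low control DMSO plus TDP2; repeats: singlicate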
DDE Tn7 FP inh: DD(E)-Tn7 binding inhibition, primary FP screen; FP displacement of FITC-Tn7 peptide from fibrin DD(E); 0% = median of compound wells per plate; hit rate 0.13% among 370,000; AID 720508; inhibition, % at 8.3 µM; P02675;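 active = inhibition above the mean of compounds falling within the control limits plus 3 SD of them, cut at about 14% in these data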;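 also: 0% = plate median of compound wells and 100% = 10 µM Aha-Tn7 peptide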
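Assay system: Human clot-derived fibrin DD(E) complex | Buffer or medium: Tris/NaCl/CaCl2 buffer, pH 7.8 | Repeats: One replicate per compound | Benchmarks: Aha-Tn7 high control | Measure: % inhibition scaled between sample-field median and high-control FP | Schedule: 10 min plus 3 h, room temperature | Signal: Fluorescence polarization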
UHRF1 MBD2 ctr: blocks human UHRF1 binding to methylated DNA. Q96T88. UHRF1 binding to methylated oligo, TR-FRET. inhibition, % at 4.4 µM. hit rate 0.75% among 370,000. AID 687016; in the data active = inhibition above about 21%;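 also: UHRF1 SRA domain binding a hemimethylated CpG hairpin DNA probe; 0% = median of test compound wells and 100% = reference inhibitor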
MBD2 inh: blocks human MBD2 binding to methylated DNA | TR-FRET, MBD2 binding to methylated oligonucleotide | inhibition, % at 4.4 µM | hit rate 0.31% among 370,000 | AID 686964; in the data active = inhibition above about 13%
An asterisk follows results filed as active.

`Cc1cccc(NC(=O)Nc2cccnc2)c1C` gave SIAE primary -6, PRMT1 inh -2, LEDGF integ inh 2, TCR CD3 inh 3, Tn6 DDE FP 9, KLK7 zymogen act 0.4, TDP2 inh -19, DDE Tn7 FP inh 3, UHRF1 MBD2 ctr 2 and MBD2 inh -5.
For O=C(NC1CCCCCC1)C(=O)NC1CCCC1 the results were SIAE primary -6, PRMT1 inh 2, LEDGF integ inh -1, TCR CD3 inh 1, Tn6 DDE FP -8, KLK7 zymogen act -0.9, TDP2 inh 9, DDE Tn7 FP inh 3, UHRF1 MBD2 ctr 6 and MBD2 inh 0.
`Cc1ccc(S(=O)(=O)N/N=C/c2ccccc2F)cc1[N+](=O)[O-]` gave SIAE primary 13, PRMT1 inh 4, LEDGF integ inh -6, TCR CD3 inh -2, Tn6 DDE FP 2, KLK7 zymogen act 0.1, TDP2 inh 29*, DDE Tn7 FP inh -2, UHRF1 MBD2 ctr 0 and MBD2 inh -1.
`CN(C(=O)c1cccc(NC(=O)Cc2cccc(NC(=O)C3CCCN(C(=O)C4CCCCC4)C3)c2)c1)C1CCC1` (configuration not stated) gave SIAE primary -2, PRMT1 inh -3, LEDGF integ inh 4, TCR CD3 inh -1, Tn6 DDE FP -2, KLK7 zymogen act 1.2, TDP2 inh 11, DDE Tn7 FP inh 3, UHRF1 MBD2 ctr -2 and MBD2 inh 0.
Screening O=C(CCc1nnc2ccc(NCc3ccco3)nn12)N1CCN(c2ccccc2)CC1 returned SIAE primary 1, PRMT1 inh 3, LEDGF integ inh -1, TCR CD3 inh 0, Tn6 DDE FP 11, KLK7 zymogen act -0.3, TDP2 inh -1, DDE Tn7 FP inh -4, UHRF1 MBD2 ctr -2 and MBD2 inh 2.
Screening O=C(Nc1ccc2c(c1)OCO2)c1cc(C2CCCN(C(=O)CCc3ccccc3)C2)on1 (configuration not stated) returned SIAE primary 3, PRMT1 inh -6, LEDGF integ inh -1, TCR CD3 inh -2, Tn6 DDE FP -6, KLK7 zymogen act 0.6, TDP2 inh -10, DDE Tn7 FP inh 1, UHRF1 MBD2 ctr 0 and MBD2 inh -3.
For CC(=O)c1c(C)[nH]c(C(=O)NCCc2cccc(C)c2)c1C the results were SIAE primary 2, PRMT1 inh 3, LEDGF integ inh -1, TCR CD3 inh -2, Tn6 DDE FP 6, KLK7 zymogen act 0.0, TDP2 inh -9, DDE Tn7 FP inh 2, UHRF1 MBD2 ctr 5 and MBD2 inh -1.
O=C(/C=C/c1ccccc1)OCCN=C1NS(=O)(=O)c2ccccc21 was read as SIAE primary -3, PRMT1 inh 2, LEDGF integ inh 2, TCR CD3 inh 4, Tn6 DDE FP 8, KLK7 zymogen act -0.2, TDP2 inh -12, DDE Tn7 FP inh 8, UHRF1 MBD2 ctr 0 and MBD2 inh -8.
For Cc1nc2cnccc2n1C the results were SIAE primary 5, PRMT1 inh -5, LEDGF integ inh -1, TCR CD3 inh -2, Tn6 DDE FP -5, KLK7 zymogen act 0.0, TDP2 inh 1, DDE Tn7 FP inh 5, UHRF1 MBD2 ctr 4 and MBD2 inh 3.
O=C(c1cccc(Br)c1)N1CCCc2ccccc21 was read as SIAE primary 1, PRMT1 inh 2, LEDGF integ inh -3, TCR CD3 inh 1, Tn6 DDE FP 0, KLK7 zymogen act 0.2, TDP2 inh 4, DDE Tn7 FP inh 0, UHRF1 MBD2 ctr 0 and MBD2 inh -4.
For CCOC1=NN(c2ccccc2)C(=O)/C1=C\N(C)C the results were SIAE primary 1, PRMT1 inh 0, LEDGF integ inh -1, TCR CD3 inh 0, Tn6 DDE FP 2, KLK7 zymogen act -0.7, TDP2 inh 10, DDE Tn7 FP inh 2, UHRF1 MBD2 ctr 15 and MBD2 inh -5.
`C[C@@H]1COc2cc(N3CCSCC3)ccc2S(=O)(=O)N1` gave SIAE primary -3, PRMT1 inh -1, LEDGF integ inh -3, TCR CD3 inh -3, Tn6 DDE FP 0, KLK7 zymogen act 0.4, TDP2 inh -1, DDE Tn7 FP inh -3, UHRF1 MBD2 ctr 0 and MBD2 inh 1.
`COCCNC(=O)C1(C)CCCN(Cc2sc(C)nc2C)C1` (configuration not stated) gave SIAE primary 1, PRMT1 inh 2, LEDGF integ inh 4, TCR CD3 inh 1, Tn6 DDE FP 2, KLK7 zymogen act 0.4, TDP2 inh 11, DDE Tn7 FP inh 3, UHRF1 MBD2 ctr 1 and MBD2 inh -6.
For CN(C)CCN(Cc1cc2cc3c(cc2nc1Cl)OCO3)C(=O)c1ccco1 the results were SIAE primary 4, PRMT1 inh -2, LEDGF integ inh 4, TCR CD3 inh 5, Tn6 DDE FP -4, KLK7 zymogen act -0.3, TDP2 inh 17, DDE Tn7 FP inh 3, UHRF1 MBD2 ctr -1 and MBD2 inh -1.
Screening COc1ccccc1OCCNC(=O)CC(NC(C)=O)c1ccccc1 (configuration not stated) returned SIAE primary -2, PRMT1 inh -3, LEDGF integ inh -1, TCR CD3 inh 2, Tn6 DDE FP 4, KLK7 zymogen act -0.5, TDP2 inh 10, DDE Tn7 FP inh 2, UHRF1 MBD2 ctr -1 and MBD2 inh -3.
Screening Cc1ccc(-c2cc(C(=O)NN=C/C=C/c3ccco3)[nH]n2)cc1C returned SIAE primary -37, PRMT1 inh 5, LEDGF integ inh 13, Tn6 DDE FP -5, KLK7 zymogen act 0.2, TDP2 inh -12, DDE Tn7 FP inh -1, UHRF1 MBD2 ctr 0 and MBD2 inh -3.
Screening CCn1cc(CNC(=O)/C=C/c2ccc([N+](=O)[O-])cc2)cn1 returned SIAE primary -7, PRMT1 inh 3, LEDGF integ inh -1, TCR CD3 inh -4, Tn6 DDE FP -5, KLK7 zymogen act -0.1, TDP2 inh -12, DDE Tn7 FP inh 3, UHRF1 MBD2 ctr 0 and MBD2 inh -4.
Screening O=C(NCc1ccc2c(c1)OCO2)C1CCCN(S(=O)(=O)c2cccc3cccnc23)C1 (configuration not stated) returned SIAE primary -1, PRMT1 inh -6, LEDGF integ inh 3, TCR CD3 inh 0, Tn6 DDE FP 4, KLK7 zymogen act 0.5, TDP2 inh -2, DDE Tn7 FP inh -4, UHRF1 MBD2 ctr -2 and MBD2 inh -5.
`Cc1nc2ccc(NC(=S)N3CCN(c4ccccn4)CC3)cc2nc1C` gave SIAE primary 9, PRMT1 inh -1, LEDGF integ inh -1, TCR CD3 inh 9, Tn6 DDE FP -1, KLK7 zymogen act 1.8, TDP2 inh 0, DDE Tn7 FP inh 4, UHRF1 MBD2 ctr -6 and MBD2 inh 5.
Screening C/C(=N\Nc1nccnc1Cl)c1ccc(Br)cc1 returned SIAE primary -1, PRMT1 inh 7, LEDGF integ inh -7, TCR CD3 inh -1, Tn6 DDE FP 4, KLK7 zymogen act -0.3, TDP2 inh -3, DDE Tn7 FP inh 1, UHRF1 MBD2 ctr 0 and MBD2 inh -1.
`O=C(NCc1ccccc1Cl)C1CCC(=O)N(C2CC2)C1` (configuration not stated) gave SIAE primary -5, PRMT1 inh 2, LEDGF integ inh -7, TCR CD3 inh -4, Tn6 DDE FP 3, KLK7 zymogen act -0.9, TDP2 inh -5, DDE Tn7 FP inh 3, UHRF1 MBD2 ctr 4 and MBD2 inh -3.
`Cc1cc(NC(=O)CSC2=NS(=O)(=O)c3cc(Cl)ccc3N2)no1` gave SIAE primary -8, PRMT1 inh -4, LEDGF integ inh 1, TCR CD3 inh -5, Tn6 DDE FP -9, KLK7 zymogen act 0.4, TDP2 inh -2, DDE Tn7 FP inh -3, UHRF1 MBD2 ctr 4 and MBD2 inh 3.
For CCOC(=O)Nc1ccc2c(CN3C(=O)NC4(CCCC4)C3=O)cc(=O)oc2c1 the results were SIAE primary -12, PRMT1 inh -2, LEDGF integ inh 1, TCR CD3 inh 8, Tn6 DDE FP -5, KLK7 zymogen act 7.0, TDP2 inh 1, DDE Tn7 FP inh 3, UHRF1 MBD2 ctr 0 and MBD2 inh 4.
For Nc1nc2ccc(S(=O)(=O)N3CCCCC3)cc2s1 the results were SIAE primary 8, PRMT1 inh 30*, LEDGF integ inh -3, TCR CD3 inh -2, Tn6 DDE FP 10, KLK7 zymogen act 0.7, TDP2 inh -1, DDE Tn7 FP inh -2, UHRF1 MBD2 ctr -1 and MBD2 inh -2.
COc1ccc(S(=O)(=O)Cc2ccc(C(=O)N3CCN(c4cccc(C)c4C)CC3)o2)cc1 was read as SIAE primary -2, PRMT1 inh 3, LEDGF integ inh 1, TCR CD3 inh 0, Tn6 DDE FP 7, KLK7 zymogen act 0.2, TDP2 inh 4, DDE Tn7 FP inh -1, UHRF1 MBD2 ctr 1 and MBD2 inh -2.
For Cc1cccc(NC(=O)CCS(=O)(=O)c2ccccc2)c1 the results were SIAE primary 3, PRMT1 inh -4, LEDGF integ inh 1, TCR CD3 inh 0, Tn6 DDE FP 0, KLK7 zymogen act 0.3, TDP2 inh 9, DDE Tn7 FP inh -2, UHRF1 MBD2 ctr -3 and MBD2 inh -2.
For CCOC(=O)CNC(=O)CNC(=O)c1nn(-c2ccc(OC)c(OC)c2)c(=O)c2ccccc12 the results were SIAE primary -2, PRMT1 inh 4, LEDGF integ inh -1, TCR CD3 inh -3, Tn6 DDE FP -8, KLK7 zymogen act -0.5, TDP2 inh -7, DDE Tn7 FP inh 5, UHRF1 MBD2 ctr 3 and MBD2 inh 10.
`CCOCCCn1c(SC(C)C(=O)NCC2CCCO2)nc2sc(C)c(C)c2c1=O` (configuration not stated) gave SIAE primary -1, PRMT1 inh -1, LEDGF integ inh 6, TCR CD3 inh 1, Tn6 DDE FP 0, KLK7 zymogen act 0.0, TDP2 inh 0, DDE Tn7 FP inh 0, UHRF1 MBD2 ctr -1 and MBD2 inh -7.
`Cc1cccc2nc(COc3ccc(Cl)c4cccnc34)cn12` gave SIAE primary -1, PRMT1 inh 2, LEDGF integ inh -3, TCR CD3 inh -5, Tn6 DDE FP 4, KLK7 zymogen act 0.2, TDP2 inh 0, DDE Tn7 FP inh 1, UHRF1 MBD2 ctr -3 and MBD2 inh -4.
For CCC(C)[C@H](NC(=O)Nc1ccc(S(N)(=O)=O)cc1)C(=O)O (some centres not stated) the results were SIAE primary -1, PRMT1 inh -3, LEDGF integ inh 0, TCR CD3 inh 5, Tn6 DDE FP 4, KLK7 zymogen act -0.3, TDP2 inh 1, DDE Tn7 FP inh -3, UHRF1 MBD2 ctr -4 and MBD2 inh 1.
For Cc1cccn2c(=O)c(C=O)c(Cl)nc12 the results were SIAE primary 5, PRMT1 inh 2, LEDGF integ inh 5, TCR CD3 inh 1, Tn6 DDE FP 2, KLK7 zymogen act 92*, TDP2 inh 2, DDE Tn7 FP inh 1, UHRF1 MBD2 ctr 0 and MBD2 inh -1.

Compounds as they come (roughly 4.6% active in at least one column).
